EWS-Fli block – EWS/Fli-driven NR0B1 reporter inhibitors, primary screen, A673 cells, NR0B1 luciferase, luminescence, MLPCN library; viability-normalised; inhibition, % at 12.6 µM; 350,000 tested, 0.67% active;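 active = mean inhibition of at least 50% after viability correction, with every replicate also passing that limit; inconclusive = mean reaches 50% but only one of two replicates passes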;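 note: firefly luciferase signal divided by Alamar Blue viability fluorescence both relative to DMSO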
miR122 inh – miR-122 Renilla sensor signal increase in Huh7, primary screen, miR-122 inhibitor project, cell-based, single point, plate reader | Huh7 miR-122 Renilla luciferase sensor, 48 h; neutral wells = 0, positive control = 100 | activation (reporter increase), % at 12.5 µM | 340,000 tested, 0.3% active | AID 602342, 2012;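 active = mean replicate activation score at least 90 and every replicate individually at or above 90; inconclusive = only one of the two criteria met; inactive = neither criterion met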;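 note: higher luciferase means less miR-122 activity so hits act as miR-122 inhibitors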
FN deposit inh – inhibitors of fibronectin matrix deposition, primary screen, AH1F cells, Alexa488-fibronectin fluorescence, plate reader. inhibition, % at 12.6 µM. 350,000 tested, 0.086% active. AH1F fibroblasts, overnight;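 active = mean inhibition across replicates of 30% or more, regardless of how many single replicates reach that level; inconclusive = mean under 30% yet at least half of replicates reach 30%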;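 note: positive control wells lacked labelled fibronectin entirely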
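material = AH1F fibroblast monolayer depositing Alexa488-labelled fibronectin into matrix | amount = 10000 AH1F cells/well | buffer or medium = DMEM plus 2% serum, read in PBS | incubation = 1 h cell adhesion before compound, then overnight fibronectin incubation | detection = fluorescence at 485 nm excitation, 525 nm emission | evaluation = percent inhibition as loss of matrix-bound fibronectin fluorescence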
PAX8 reporter – inhibitors of PAX8-driven TPO luciferase reporter, primary screen, RMG-I cells, single concentration | 360,000 tested, 1.2% active | SteadyGlo, 24 h | inhibition, % at 12.6 µM;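 active = mean replicate inhibition at least 60% with every replicate also reaching 60%; inconclusive = only one of the two criteria is met; inactive = mean below 60% and not all replicates reaching 60%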;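 note: luciferase light reporting Pax8 driven TPO promoter activity; plate controls were median of neutral control wells for no effect and mitoxantrone controls for full effect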
F508del corr – F508del CFTR correction, initial screen, CFBE line, single point. CFBE cells, YFP halide quenching; stimulated with forskolin plus potentiator P3; % fluorescence drop versus neutral controls. activity (quench increase), % at 7.58 µM. 350,000 tested, 0.36% active;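 active = mean added fluorescence quench of at least 8% versus neutral control, with both replicates also reaching 8%; inconclusive = only one of the mean or replicate conditions met; inactive = mean below 8% and not both replicates reaching 8%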;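 note: cells transiently co-express mutant CFTR-F508del with the halide-sensitive YFP; corrector assay measuring rescue of mutant channel to the surface after 24 h compound exposure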
INS-1E GSIS act – GLuc luminescence reporter in INS-1E cells, primary screen for activators of glucose-dependent secretion of insulin | 370,000 tested, 0.61% active | AID 743287, 2014 | INS-1E GLuc reporter insulin secretion, 2-3 h | activation, % at 16.6 µM;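 active = lowest replicate activation of at least 40%, so every replicate reaches that level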;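 note: 0% = median of neutral control wells and 100% = median of IBMX positive control wells; some compounds called inactive have numbers as strong as hits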
DENV2 CPE – inhibitors of DENV2 cytopathic effect, primary screen, cell-based, plate reader, single concentration. CPE inhibition, % at 9.99 µM. 350,000 tested, 1.7% active. DENV2-infected cells, cytopathic effect rescue; in the data active = CPE inhibition above about 20%, passing the limit was not always enough; inconclusive = no clear call, values can overlap the other calls; tested in BHK-21 cells;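 note: 0% = median of neutral control wells and 100% = median of positive control wells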
Numbers without * were called inactive; ? = inconclusive; . = not tested or not shown; & = joins results of further samples; [ ] = another dose, or the depositor's remark.

cpd	SMILES	EWS-Fli block	miR122 inh	FN deposit inh	PAX8 reporter	F508del corr	INS-1E GSIS act	DENV2 CPE
1	C/C=C/c1cccc(-c2nc(C(=O)N3CCCCC3)cc3c2[C@@H](CCO)N(C(=O)NC(C)C)C3)c1	-3&7	.	-1&-1	-12	3.2&1.8	6&3	-5&17
2	CCCN1C[C@@H](C)[C@H](OC)CN(C)C(=O)c2cc(NC(=O)c3ccccc3F)ccc2OC[C@@H]1C	1	12[16.7 µM]	5	2	-0.8	14	?
3	COc1ccc(Nc2nc(C(=O)N3CCc4ccccc4C3)cs2)cc1	-8	.	-20	2	0.3	-1	1
4	Cc1ccc(S(=O)(=O)NCc2ccccc2)cc1C(=O)N(C)CC(=O)Nc1ccccc1Br	10	.	-1	14	-1.2	-10	0
5	COc1cccc(-c2cccc(-c3nc(C(=O)O)cc4c3[C@H](CCO)N(S(=O)C(C)(C)C)C4)c2)c1 (stereo partly drawn)	-5	.	6	-4	1.0	4	-4
6	COc1ccc(NC(=O)c2sc(SC)nc2N)cc1	.	-3	.	.	.	11	-3
7	N=c1oc2ccccc2cc1-c1nc2ccccc2c(=O)[nH]1	-53	4	-2	38	0.6	4	11
8	CC(C)(C)n1nnnc1C(c1cccnc1)N1CCOCC1 (stereo not drawn)	-186	0	-5	-10	-1.2	-7	-2
9	O=C(Nc1ccc2c(c1)OCO2)C(c1ccc(Cl)cc1)N1CCC2(CC1)OCCO2 (stereo not drawn)	.	6	10	11	.	.	.
10	O=C(NC1CCN(CC(=O)N(c2ccccc2)c2ccccc2)CC1)c1ccc([N+](=O)[O-])cc1	-16	2	-3	-8	-1.2	-15	4
11	O=c1[nH]c(N/N=C\c2ccc3c(c2)OCO3)nc2ccccc12	-135	-1	4	-148	-1.8	-7	-7
12	Cc1ccc(S(=O)(=O)N2C[C@H]3[C@H]4C(=O)N(Cc5ccccc5)C(=O)[C@H]4CC(=O)[C@H]3[C@@H]2c2ccccc2F)cc1	-3	5	-2	-11	-1.8	-8	-6
13	Fc1ccc(COc2ccccc2CNc2nn[nH]n2)cc1	13	.	.	6	1.7	-1	6
14	N#Cc1ccccc1Sc1ccccc1C(=O)NCC(c1ccco1)N1CCCC1 (stereo not drawn)	14	-2	4	19	-0.4	1	5
15	CCn1c(C)cc2c(c1=O)C(c1ccccc1)C(C(=O)OC)=C(N)O2 (stereo not drawn)	.	-4	-3	.	.	-2	.

(further entries)
cpd	SMILES	EWS-Fli block	miR122 inh	FN deposit inh	PAX8 reporter	F508del corr	INS-1E GSIS act	DENV2 CPE
16	CCC(Oc1ccccc1)C(=O)Nc1ccccc1C(=O)N1CCOCC1 (stereo not drawn)	.	4	0	-4	0.4	13	3
17	Cc1c(C)c2ccc(OCC(=O)N[C@@H](Cc3c[nH]c4ccccc34)C(=O)O)cc2oc1=O	3	-5	.	.	0.1	8	-3
18	COc1ccc(NC2CCCN(C(=O)CCc3cccc(Cl)c3)C2)cc1 (stereo not drawn)	.	.	-6	2	-3.2	-46	-1
19	C[C@H](CO)N1C[C@H](C)[C@@H](CN(C)Cc2ccccn2)Oc2ncc(C#CCN(C)C)cc2C1=O	-7	-4[16.7 µM]	1	.	2.5	8	-5
20	COc1ccc(S(=O)(=O)Nc2cccc3c2O[C@@H](CN(C)Cc2ccc(C(=O)O)cc2)[C@@H](C)CN([C@@H](C)CO)C3=O)cc1	5	-2[16.7 µM]	-3	.	-2.1	17	.
21	CN(Cc1ccc(OC(F)F)cc1)C(=O)c1ccc2c(=O)n3c(nc2c1)CCC3	0	6	-6	-16	-1.6	-7	2
22	C[C@@H]1CN([C@@H](C)CO)C(=O)c2cc(NC(=O)CCN3CCOCC3)ccc2O[C@H]1CN(C)S(=O)(=O)c1ccc(Cl)cc1	-9	7[16.7 µM]	.	1	0.8	2	-2
23	COc1cc([N+](=O)[O-])cc(/C=N/NC(=O)Cn2cncn2)c1O	6	-18	-1	18	-2.0	-4	-1
24	C[C@H]1CN([C@@H](C)CO)C(=O)c2cccc(NC(=O)Nc3ccccc3)c2O[C@@H]1CN(C)S(C)(=O)=O	3	3[16.7 µM]	.	-3	0.5	-8	-1
25	CC(NC(=O)Cn1cc(C(F)(F)F)cc(Cl)c1=O)c1ccccc1 (stereo not drawn)	1	-7	-1	-15	-1.8	-5	3
26	CNS(=O)(=O)c1ccc(Cl)nc1	.	1	4	-9	.	4	.
27	C[C@@H]1CN([C@H](C)CO)S(=O)(=O)c2ccc(C3=CCCC3)cc2O[C@@H]1CN(C)Cc1cncnc1	3	2[16.7 µM]	.	.	1.3	-2	10
28	COc1ccc(N(CC(=O)Nc2c(C)cccc2C)S(=O)(=O)c2ccccc2[N+](=O)[O-])c(OC)c1	9	-2	21	11	-1.6	6	-2
29	Cc1cccc(NC(=O)CN(C)C(=O)c2ccc3ccccc3n2)c1C	-3	.	8	-7	-3.7	-1	-1
30	CCOc1ccc(CC(=O)NNC(=S)NC)cc1Br	3	-4	-4	8	-0.4	3	-1

The listing continues:
cpd	SMILES	EWS-Fli block	miR122 inh	FN deposit inh	PAX8 reporter	F508del corr	INS-1E GSIS act	DENV2 CPE
31	O=C(CCCN1C(=O)/C(=C/c2ccccc2)SC1=S)Nc1ccc(O)cc1	-1	.	2	29	.	2	-5
32	COc1ccc(CN(C)C[C@@H]2Oc3c(NC(=O)Nc4ccc5c(c4)OCO5)cccc3C(=O)N([C@H](C)CO)C[C@@H]2C)cc1	8	27[16.7 µM]	.	-19	-3.5	-4	6
33	C[C@H](CO)N1C[C@H](C)[C@@H](CN(C)S(=O)(=O)c2ccc(F)cc2)Oc2ccc(NS(=O)(=O)c3ccc(Cl)cc3)cc2C1=O	3	9[16.7 µM]	.	-10	-0.7	0	3
34	Cc1ccc(S(=O)(=O)Nc2cccc3c2O[C@H](CN(C)Cc2ccc(C(=O)Nc4ccccc4N)cc2)[C@H](C)CN([C@H](C)CO)C3=O)cc1	39	189*[16.7 µM]	.	-9	-2.6	12	21*
35	C=CCN1C(=O)CSC1=Nc1ccc(C(=O)O)cc1	-2	.	9	16	-0.2	.	5
36	CC1(C)CC2CC(C)(CN2C(=O)C23CCC(C)(C(=O)O2)C3(C)C)C1 (stereo not drawn)	.	-2	0	.	.	5	.
37	CC(C)C#Cc1ccc([C@@H]2[C@H](CO)N3C(=O)CN(C(=O)Cc4ccccc4)C[C@@H]23)cc1	-6	.	6	.	1.2	-5	-5
38	CCCCOc1ccc(C(=O)NCC(=O)NCC(c2ccco2)N2CCCCC2)cc1 (stereo not drawn)	-5	9	-13	2	-1.1	-1	-1
39	COc1ccc(N(C(C)C(=O)N/N=C/c2ccc(OC)c(OC)c2)S(C)(=O)=O)cc1 (stereo not drawn)	10	.	0	0	-1.8	19	-1
40	CN(CC(=O)Nc1ccccc1Br)C(=O)c1ccc(COc2ccccc2)cc1	.	-2	-1	-4	0.6	-27	-4
41	CCOc1ccc(C2/C(=C(\O)c3ccc4c(c3)OCCO4)C(=O)C(=O)N2CCN2CCOCC2)cc1OCC (stereo not drawn)	.	-4	4	-17	2.2	15	-7
42	COc1ccc(CNC(=O)[C@@H](NC(=O)C2CCN(S(=O)(=O)c3ccc(C)cc3)CC2)C(C)C)cc1OC	.	2	-1	-18	-0.1	2	-1
43	CC(C)CNC(=O)C1(C)CCCN1C(=O)Cc1cccc2ccccc12 (stereo not drawn)	2	-4	-7	-2	2.2	.	?
44	C[C@@H](C(=O)Nc1ccc(OC(F)F)c(Cl)c1)N1C(=O)C2CC=CCC2C1=O (stereo partly drawn)	-3	.	-7	15	1.3	-14	1
45	CC(=O)Nc1ccc(S(=O)(=O)N(C)CC(=O)OCC(=O)N2CC(C)OC(C)C2)cc1 (stereo not drawn)	-6	.	0	-11	-2.3	19	2

Other compounds:
cpd	SMILES	EWS-Fli block	miR122 inh	FN deposit inh	PAX8 reporter	F508del corr	INS-1E GSIS act	DENV2 CPE
46	N#C[C@H]1[C@H](c2ccccc2C2=CCCCC2)[C@@H](CO)N1C(=O)c1cccc(F)c1	9	.	-16	.	1.0	-15	2
47	CSc1ccc(Cl)c(C(=O)OCC(=O)N(C)CCC#N)c1	1	.	7	11	1.9	7	1
48	COc1ccc(S(=O)(=O)N(C)C[C@@H]2OCCCC[C@@H](C)Oc3ccc(NC(=O)CCCN(C)C)cc3C(=O)N([C@@H](C)CO)C[C@@H]2C)cc1	-6	5[16.7 µM]	.	-33	-0.9	4	0
49	COc1ccc2c3c([nH]c2c1)[C@H](CO)N(C(=O)C1CCC1)CC31CCN(S(C)(=O)=O)CC1	-7	.	.	-9	-5.2	4	12
50	COc1ccc(OCCNC(=O)CCCO)cc1	11	-6	-5	11	0.3	19	3
51	CC(C)NC(=O)N(C)C[C@H]1OCCCC[C@@H](C)Oc2ccc(NS(=O)(=O)c3cccs3)cc2C(=O)N([C@H](C)CO)C[C@@H]1C	-4	-6[16.7 µM]	-16	7	-1.2	13	-7
52	CC(=O)Nc1ccc(NC(=O)C(C)OC(=O)CCN=C2NS(=O)(=O)c3ccccc32)cc1 (stereo not drawn)	1	-1	.	12	1.3	32	?
53	CC(C)C(=O)Nc1ccc2c(c1)C(=O)N(C)[C@@H]1CC[C@@H](CC(=O)N[C@@H](C)c3ccccc3)O[C@H]1CO2	-9	0[16.7 µM]	-4	-6	3.2	-2	1
54	COC(=O)C[C@@H]1C[C@H]2c3cc(NS(=O)(=O)c4ccccc4)ccc3O[C@H]2[C@H](CO)O1	3	-1[16.7 µM]	-8	9	-1.3	6	-6
55	Cn1cccc1C(=O)NC(=O)CSc1nc2ccccc2s1	.	-2	-8	19	.	.	.
56	N/C(=N\OC(=O)/C=C/c1ccccc1)c1ccc(Cl)cc1	-24	-6	-9	-29	0.7	9	0
57	CC(C)NC(=O)N(C)C[C@@H]1OCCCC[C@@H](C)Oc2ccc(NC(=O)Nc3cccc4ccccc34)cc2C(=O)N([C@H](C)CO)C[C@@H]1C	-1	9[16.7 µM]	8	0	-2.3	6	3
58	O=C(CN1C(=O)c2ccccc2C1=O)Nc1ccc(S(=O)(=O)N2CCOCC2)cc1	-2	0	0	0	-1.0	-6	16
59	Cc1c(/C=C(\C#N)C(=O)NCc2ccccc2)cc(C#N)n1C	1	.	7	-19	-0.6	-14	-5
60	Cc1cc(C)cc(N2C(N)=NC(N)=NC2c2cccc(Cl)c2)c1 (stereo not drawn)	3	0	-11	7	-0.9	14	-1
61	O=C(c1ccc(Cl)c(S(=O)(=O)N2CCOCC2)c1)N1CCN(Cc2ccccc2)CC1	.	-3	2	0	.	.	.
62	c1cn2c(NC3CCCCC3)c(-c3ccc(SC4CCCCC4)cc3)nc2cn1	6&-13	0	-2&-16	-7&8	0.0&-0.1	6&-40	?
63	CCOc1ccc(NC(=O)C/C(C)=N/NC(=O)Cc2cccs2)cc1	1	-5	2	9	1.3	-11	7

Structures listed so far that have a cyano group, in the order listed:
cpd	SMILES	EWS-Fli block	miR122 inh	FN deposit inh	PAX8 reporter	F508del corr	INS-1E GSIS act	DENV2 CPE
14	N#Cc1ccccc1Sc1ccccc1C(=O)NCC(c1ccco1)N1CCCC1 (stereo not drawn)	14	-2	4	19	-0.4	1	5
46	N#C[C@H]1[C@H](c2ccccc2C2=CCCCC2)[C@@H](CO)N1C(=O)c1cccc(F)c1	9	.	-16	.	1.0	-15	2
47	CSc1ccc(Cl)c(C(=O)OCC(=O)N(C)CCC#N)c1	1	.	7	11	1.9	7	1
59	Cc1c(/C=C(\C#N)C(=O)NCc2ccccc2)cc(C#N)n1C	1	.	7	-19	-0.6	-14	-5

Assay outcomes: PubChem BioAssay, Broad Institute
